Bioassay records: PubChem BioAssay, several laboratories
T cell modulator – T cell immune modulators affecting CD8 T cell-vesicle binding; 2C CD8+ T cell-vesicle binding, flow cytometry; hits give low values; calls only at 7 µM; hit rate 0.068% among 330,000; AID 2052;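 active means response, share of CD8 T cells binding vesicles, and their 90th percentile fluorescence all below set limits, cut at about 80% in these data, passing the limit was not always enough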
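Test system: purified 2C TCR transgenic mouse naive CD8+ T cells. Probe or stimulus: QL9-peptide-loaded Drosophila micro-vesicles bearing Ld, ICAM-1 and B7-1. Incubation: binding step 1.5 h, 37 °C, antibody labelling 20 min, ice. Measured by: flow cytometry of vesicle-bound cells.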
Salmonella PhoP GFP – inhibitors of PhoP regulon expression, primary screen, Salmonella Typhimurium, GFP reporter (AID 1863); S. Typhimurium PhoP-regulated promoter GFP reporter, 4 h; higher % means a stronger effect; one-dose inhibition, % at 50 µM; IC50 in µM for titrated hits; hit rate 0.16% among 300,000;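 active means inhibition over 29.93%, a cutoff 3 SD above the screen mean, later confirmed by dose response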;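 further: 0% = low Mg2+ inducing control and 100% = high Mg2+ repressing control; strong numbers were not always called active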
Hep lipid drop – hepatic lipid droplet formation modulation | hit rate 0.4% among 240,000 | AML12 mouse hepatocytes, oleate lipid droplets, BODIPY imaging | inhibition, % at 6.5 µM;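 active means lipid droplet intensity inhibited by at least 50%, with more than 500 cells counted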
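Assay system: AML12 mouse liver cells | Compound dosing: One dose, 6.5 µM compound | Read-out basis: Droplet intensity reduction, % inhibition | Measured by: Fluorescence imaging, 20x objective, two fields per well | Schedule: Overnight treatment with compound plus oleate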
Hep lipid drop cells 6.5 µM – also measured in Hep lipid drop; calls as there; cell count; measured here: cell count, cytotoxicity flag;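 cells counted across two imaged fields per well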
T cell modulator vesicle-bound % – also measured in T cell modulator; calls as there; double positive events, %; measured here: CD8+ vesicle-bound cell fraction;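 binding gate set so that unloaded-vesicle control wells show 10% double positive cells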
* hit, by the source's call; i = inactive. An excerpt; count on the stated rates, not on these rows.

Start of the listing, in advance:
SMILES | T cell modulator | T cell modulator vesicle-bound % | Salmonella PhoP GFP | Hep lipid drop | Hep lipid drop cells 6.5 µM
COc1c(-c2ccc([N+](=O)[O-])cc2[N+](=O)[O-])c(=O)n(C)c(=O)n1C | i | 45 | 4% | -6 | 887
Cc1ccccc1CNC(=O)COc1ccccc1 | i | 50 | 2% | 4 | 819
Cc1cc(-c2ccc(S(=O)(=O)N3CCN(C)CC3)s2)on1 | i | 15 | -9% | 0 | 710

Results, from the first entry:
SMILES | T cell modulator | T cell modulator vesicle-bound % | Salmonella PhoP GFP | Hep lipid drop | Hep lipid drop cells 6.5 µM
COc1c(-c2ccc([N+](=O)[O-])cc2[N+](=O)[O-])c(=O)n(C)c(=O)n1C | i | 45 | 4% | -6 | 887
Cc1ccccc1CNC(=O)COc1ccccc1 | i | 50 | 2% | 4 | 819
Cc1cc(-c2ccc(S(=O)(=O)N3CCN(C)CC3)s2)on1 | i | 15 | -9% | 0 | 710
Cc1cccc(COc2ccccc2C(=O)OCC(=O)N(C)c2c(N)n(Cc3ccccc3)c(=O)[nH]c2=O)c1 | i | 48 | 5% | -1 | 820
COc1cccc(C(=O)Nc2ccc3c(cc2=O)[C@@H](NC(C)=O)CCc2cc(OC)c(OC)c(OC)c2-3)c1 | i | 14 | 1% | -1 | 870
Cc1cccc(-c2noc(CCC(=O)NCCc3ccccc3)n2)c1 | i | 30 | 6% | -97 | 688
COc1ccc(N2CCN(C(CNC(=O)CC(C)(C)C)c3ccc4c(c3)OCO4)CC2)cc1 (stereo not drawn) | i | 51 | -2% | -2 | 782
COc1cc(OC)cc(C(=O)OCCCOC(=O)c2cc(OC)cc(OC)c2)c1 | i | 52 | -5% | 0 | 724
COc1ccc(CCN2CC(C(=O)NCCc3ccc(F)cc3)CCC2=O)cc1 (stereo not drawn) | i | 13 | -10% | -1 | 722
COc1ccccc1OCCSc1nnc(CNC(=O)c2ccco2)n1C | i | 48 | -6% | 1 | 864
O=C(CN1CCCCCC1)Nc1ccc(S(=O)(=O)N2CCCCC2)cc1 | i | 11 | 1% | -27 | 712
COc1ccc(S(=O)(=O)N2CCOC2CNC(=O)C(=O)NCc2ccncc2)cc1 (stereo not drawn) | i | 10 | -4% | -34 | 687
CCOc1ccccc1CN1CCNC(=O)C1CC(=O)N(C)CCC1CCOCC1 (stereo not drawn) | i | 14 | -4% | 14 | 724
Cc1ccc(F)cc1NC(=O)CCNC(=O)c1ccc([N+](=O)[O-])cc1 | i | 11 | -5% | 10 | 792
O=C(COC(=O)/C=C/c1ccc(C(F)(F)F)cc1)NCc1ccco1 | i | 12 | 5% | 2 | 687
Cc1ccc(-c2csc3ncn(CC#N)c(=O)c23)cc1C | i | 46 | 19% | -65 | 855
O=C(Nc1c2c(nn1-c1ccccc1)CS(=O)(=O)C2)c1ccco1 | i | 37 | -3% | 37 | 691
CC(=O)N1CCOc2ccc(S(=O)(=O)NCCc3cccc(C)c3)cc21 | i | 14 | 4% | -27 | 752
O=C(NCc1ccco1)C1CCCN(c2nnc(-n3cccc3)s2)C1 (stereo not drawn) | i | 49 | -6% | 0 | 727
Cc1ccc2nc(-c3cccc(S(=O)(=O)N4CC(C)OC(C)C4)c3)cn2c1 (stereo not drawn) | i | 7 | -7% | -9 | 702
Cc1ccc(NC(=O)CS(=O)CC(=O)N(c2ccccc2F)C(C)C(=O)NC2CCCC2)cc1 (stereo not drawn) | i | 4 | 5% | -12 | 651
Cc1ccc(-n2nc3c(=O)n(CC(=O)NC4CCCCC4)nc(C)c3c2C)cc1 | i | 20 | 7% | 57* | 716*
Cc1cc(C)n(C(C)CC(=O)Nc2ccc3c(c2)OCO3)n1 (stereo not drawn) | i | 12 | -5% | 3 | 713
Cc1c(Cl)cccc1NC(=O)CSc1sc2c(O)cc(=O)[nH]c2c1C#N | i | 14 | -5% | 21 | 836
Cc1[nH]c(C)c(C(=O)/C=C/c2ccc([N+](=O)[O-])cc2)c1C | i | 58 | 1% | -17 | 835
Next structures
SMILES | T cell modulator | T cell modulator vesicle-bound % | Salmonella PhoP GFP | Hep lipid drop | Hep lipid drop cells 6.5 µM
O=C(O)c1cccc(S(=O)(=O)Nc2ccccc2C(=O)NCCc2ccccc2)c1 | i | 24 | -5% | 1 | 753
Cc1nn(-c2ccccc2)c2[nH]c(=O)cc(C(F)(F)F)c12 | i | 7 | -3% | -9 | 758
Cc1cc2nnc(SCC(=O)NC3CCCCC3)n2c(N)n1 | i | 43 | 2% | 4 | 761
Cc1ccc(CNS(=O)(=O)c2c(C)[nH]c(C)c2C(=O)N2CCCC2)cc1 | i | 2 | 2% | -7 | 728
Cc1c(C)c2cc(Cl)c(OC(C)C(=O)NCCN3CCOCC3)cc2oc1=O (stereo not drawn) | i | 34 | -11% | 6 | 740
COCCNC(=O)Cn1ccc2cc(S(=O)(=O)N3CCCCCC3)ccc21 | i | 42 | -9% | 4 | 683
Cc1cccc(-c2cc3nc(-c4ccccc4)cc(=O)n3[nH]2)c1 | i | 14 | 2% | 4 | 688
Cc1cc(=O)oc2cc(OC(C)C(=O)NC3CCN(Cc4ccccc4)CC3)ccc12 (stereo not drawn) | i | 19 | 1% | -1 | 635
CC1([N+](=O)[O-])COC2(OC1)C(=O)Nc1ccccc12 (stereo not drawn) | i | 56 | -5% | 31 | 772
O=C1Cc2cc(S(=O)(=O)Nc3cccc([N+](=O)[O-])c3)cc3c2N1CCC3 | i | 18 | 9% | -3 | 734
COc1ccc(OC)c(N(CC(=O)N2CCCC2)S(C)(=O)=O)c1 | i | 34 | 9% | -2 | 849
O=S(=O)(c1ccc(-c2cnc(C3CC3)o2)cc1)N1CCN(c2ccccc2)CC1 | i | 29 | -5% | 0 | 718
CC(Oc1ccccc1)C(=O)N=C1SC2CS(=O)(=O)CC2N1CCc1ccccc1 (stereo not drawn) | i | 28 | -4% | 3 | 712
Cc1ccc(F)cc1CNC(=O)C1CCC(=O)N(CCc2ccccc2)C1 (stereo not drawn) | i | 4 | -3% | -46 | 709
CN(C)CCNC(=O)CCn1nc(-c2ccc(Cl)cc2)ccc1=O | i | 24 | 10% | 3 | 439
CC1(NC(=O)CCc2nc3ccccc3c(=O)[nH]2)CCS(=O)(=O)C1 (stereo not drawn) | i | 58 | -1% | -1 | 780
C=CCN(C(=O)c1csnn1)C(C(=O)NC1CCCC1)c1ccc(F)cc1 (stereo not drawn) | i | 18 | 8% | -3 | 820
O=C(NNC(=O)c1c(O)c2ccccc2[nH]c1=O)c1ccccc1Br | i | 38 | -2% | 8 | 732
CN(C(=O)COC(=O)CNC(=O)c1ccc2ccccc2c1)c1c(N)n(Cc2ccccc2)c(=O)[nH]c1=O | i | 48 | -4% | -11 | 807
CN(c1ccc(O)cc1)c1nc(-c2cccnc2)cs1 | i | 60 | 3% | -17 | 802
COc1ccc(C(=O)NCc2nnc(SCC(=O)Nc3ccccc3OC)o2)cc1 | i | 29 | -5% | -20 | 689
Cc1ccc(S(=O)(=O)NCC(=O)NCC(=O)N(C)Cc2ccc3ccccc3c2)cc1C | i | 43 | -5% | -26 | 739
COc1ccc(C(=O)COC(=O)CN2C(=O)c3ccccc3C2=O)c(OC)c1 | i | 12 | -6% | 0 | 784
O=S(=O)(c1ccc(Cl)cc1)c1nc(-c2ccccc2F)oc1NCCN1CCOCC1 | i | 30 | 4% | -20 | 666
COc1cccc(CN(C(=O)c2ccccc2Cl)C2CCS(=O)(=O)C2)c1 (stereo not drawn) | i | 8 | -5% | 10 | 708

Entries above that have a thiophene ring, fused or not:
SMILES | T cell modulator | T cell modulator vesicle-bound % | Salmonella PhoP GFP | Hep lipid drop | Hep lipid drop cells 6.5 µM
Cc1cc(-c2ccc(S(=O)(=O)N3CCN(C)CC3)s2)on1 | i | 15 | -9% | 0 | 710
Cc1ccc(-c2csc3ncn(CC#N)c(=O)c23)cc1C | i | 46 | 19% | -65 | 855
Cc1c(Cl)cccc1NC(=O)CSc1sc2c(O)cc(=O)[nH]c2c1C#N | i | 14 | -5% | 21 | 836

Going on with the list:
SMILES | T cell modulator | T cell modulator vesicle-bound % | Salmonella PhoP GFP | Hep lipid drop | Hep lipid drop cells 6.5 µM
CCn1c(=O)n(CC)c2cc(N3CCCC3)c(NC(=O)c3ccccc3C)cc21 | i | 39 | -3% | -16 | 652
CN(C)c1ccc(C(=O)OCC(=O)NCCNC(=O)COC(=O)c2ccc(N(C)C)cc2)cc1 | i | 62 | -4% | -2 | 653
O=C(Nc1ccc(Cl)cc1Cl)c1ccc(Br)o1 | i | 54 | -1% | -2 | 780
Cc1cc(=O)oc2c(C)c(OCC(=O)N3CCN(c4ccc(F)cc4)CC3)ccc12 | i | 33 | 4% | -1 | 748
COc1cc(C(=O)N/C(=C\c2cn(C)c3ccccc23)C(=O)NCCCn2ccnc2)cc(OC)c1OC | i | 32 | 0% | -3 | 719
Cc1ccc(NC(=O)CCN2C(=O)C3C4CCC(C4)C3C2=O)cc1Cl (stereo not drawn) | i | 18 | 2% | 0 | 816
C[N+]1(C)CC[C@H](OC(=O)[C@@](O)(c2ccccc2)C2CCCC2)C1 | i | 41 | -5% | -2 | 826
O=C(NCCOC(=O)c1ccc(F)cc1)c1ccc(F)cc1 | i | 32 | 0% | 11 | 811
CCCCc1nc2c(C)c(N)cnc2n1Cc1cccc([N+](=O)[O-])c1 | i | 57 | 3% | 6 | 822
CCN1CCN(C(=O)C2CCCN(S(=O)(=O)c3ccc(OC)c(OC)c3)C2)CC1 (stereo not drawn) | i | 31 | 9% | 10 | 737
NC(=O)Nc1ccccc1C(=O)Nc1ccc2ccccc2c1 | i | 25 | -2% | -3 | 789
Cc1cccc(NC(=O)CN2CCCCCC2)c1 | i | 20 | 12% | 2 | 758
CN(C)CCNc1ncnc2sc(-c3ccccc3)cc12 | i | 23 | -5% | -14 | 798
CC(C)CNS(=O)(=O)c1cc(C(=O)OCC(=O)N2CCOCC2)c(Cl)cc1Cl | i | 16 | -4% | 2 | 807
O=C(Cc1ccc(Br)cc1)N1CCCC1 | i | 42 | 5% | -6 | 812
CC(OC(=O)c1ccco1)C(=O)NCc1ccc2c(c1)OCO2 (stereo not drawn) | i | 34 | -1% | 6 | 778
COC(=O)C(CC(=O)c1ccc(C)cc1)n1cccn1 (stereo not drawn) | i | 57 | -2% | -5 | 795
CCC(C(=O)NC(C)(C)C)N(Cc1ccc(F)cc1)C(=O)c1snc(C(N)=O)c1N (stereo not drawn) | i | 16 | 5% | -15 | 805
CC(=O)N[C@@H](Cc1ccc(O)cc1)CN1C(N)=NC[C@@H]1CC(C)C | i | 25 | 8% | 5 | 796
CC1CCN(c2ccccc2NC(=O)c2cc([N+](=O)[O-])ccc2N2CCOCC2)CC1 | i | 15 | 5% | -38 | 850
COc1ccccc1CN1CC(C(=O)NCCC2=CCCCC2)CCC1=O (stereo not drawn) | i | 21 | -4% | 8 | 701
COc1ccc(OC)c(Nc2nc(N)c([N+](=O)[O-])c(NC3CCCCC3)n2)c1 | i | 15 | -10% | -1 | 823
CC(NC(=O)c1ccncc1)c1ccccc1 (stereo not drawn) | i | 67 | 1% | 1 | 801
Cc1cccc(NS(=O)(=O)c2ccc(C(=O)N3CCN(c4ccccc4O)CC3)cc2)c1C | i | 20 | 2% | -26 | 680
Cc1c(C(=O)Nc2ccccn2)sc2nc3n(c(=O)c12)CCC3 | i | 38 | 3% | -4 | 648
The list goes on.
SMILES | T cell modulator | T cell modulator vesicle-bound % | Salmonella PhoP GFP | Hep lipid drop | Hep lipid drop cells 6.5 µM
O=C(C#Cc1ccccc1)c1ccco1 | i | 33 | 15% | 4 | 742
Cc1ccccc1-c1nc(CN2CCC(C(=O)NC3CC3)CC2)c(C)o1 | i | 2 | -6% | -3 | 736
CCn1c(SCC(=O)Nc2ccccc2F)nnc1-c1cnccn1 | i | 35 | -4% | -10 | 681
CC(=O)NC(Cc1ccc(F)cc1)C(=O)NC1CCN(C(=O)Nc2cccc(C)c2)CC1 (stereo not drawn) | i | 22 | -1% | 3 | 817
CCC1Sc2ccc(S(=O)(=O)CCC(=O)Nc3c(Cl)cc(OC)cc3OC)cc2NC1=O (stereo not drawn) | i | 14 | -1% | -8 | 736
Cc1ccc(NC(=O)CCNS(=O)(=O)c2ccc3[nH]c(=O)oc3c2)cc1C | i | 10 | -10% | -18 | 697
OCC[C@@H]1C[C@@H](O)[C@H](O)[C@]2(OCCCc3ccccc32)O1 | i | 23 | -3% | 7 | 758

4 of the entries above in order of their number in Salmonella PhoP GFP, ascending.
Structure	Salmonella PhoP GFP
CCn1c(SCC(=O)Nc2ccccc2F)nnc1-c1cnccn1	-4%
OCC[C@@H]1C[C@@H](O)[C@H](O)[C@]2(OCCCc3ccccc32)O1	-3%
CCC1Sc2ccc(S(=O)(=O)CCC(=O)Nc3c(Cl)cc(OC)cc3OC)cc2NC1=O (stereo not drawn)	-1%
O=C(C#Cc1ccccc1)c1ccco1	15%
